High-throughput results as filed in PubChem BioAssay.
HGIII-sPLA2 inh – human group III sPLA2 inhibitors, primary screen, biochemical, QFRET, BODIPY PC-A2 liposome substrate; QFRET BODIPY PC-A2 liposome hydrolysis, fluorescence; 370,000 tested, 0.56% active; Group 3 secretory phospholipase A2 (Homo sapiens), Q9NZ20; inhibition, % at 12.2 µM;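 active means inhibition above mean plus 3 SD of compounds lying within the high and low control bounds, cut at about 19% in these data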;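 further: 0% = median of test compound wells and 100% = no enzyme DMSO wells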
Target sequence (Q9NZ20 whole entry, looked up): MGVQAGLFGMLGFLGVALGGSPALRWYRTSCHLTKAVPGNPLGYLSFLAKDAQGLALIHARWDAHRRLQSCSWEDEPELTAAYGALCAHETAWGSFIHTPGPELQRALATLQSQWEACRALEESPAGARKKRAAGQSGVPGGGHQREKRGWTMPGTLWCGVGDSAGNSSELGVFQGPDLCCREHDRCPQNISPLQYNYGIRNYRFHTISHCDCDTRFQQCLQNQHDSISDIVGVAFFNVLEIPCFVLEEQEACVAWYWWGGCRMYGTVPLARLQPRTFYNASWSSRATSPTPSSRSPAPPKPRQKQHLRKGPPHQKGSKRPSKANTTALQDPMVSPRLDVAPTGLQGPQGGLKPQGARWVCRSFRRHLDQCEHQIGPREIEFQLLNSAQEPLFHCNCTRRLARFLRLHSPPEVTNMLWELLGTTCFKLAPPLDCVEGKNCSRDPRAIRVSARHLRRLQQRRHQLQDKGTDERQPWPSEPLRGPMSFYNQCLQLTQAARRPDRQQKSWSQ
DAX1 inh-1 – DAX1 (NR0B1) inhibitors, primary screen, cell-based, HEK293, Gal4-DAX1, luciferase luminescence; HEK293 Gal4-DAX1 luciferase reporter; inhibition, % at 6.75 µM; 340,000 tested, 0.99% active; AID 504766, 2011;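 active means inhibition above the mean over all tested compounds plus 3 SD, cut at about 4.2% in these data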;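 further: 0% = DAX1-transfected cells with DMSO and 100% = empty-vector control cells with DMSO; inhibition shows as a rise in luminescence from relieved DAX1 repression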
Target sequence (P51843 207-470 limits assumed): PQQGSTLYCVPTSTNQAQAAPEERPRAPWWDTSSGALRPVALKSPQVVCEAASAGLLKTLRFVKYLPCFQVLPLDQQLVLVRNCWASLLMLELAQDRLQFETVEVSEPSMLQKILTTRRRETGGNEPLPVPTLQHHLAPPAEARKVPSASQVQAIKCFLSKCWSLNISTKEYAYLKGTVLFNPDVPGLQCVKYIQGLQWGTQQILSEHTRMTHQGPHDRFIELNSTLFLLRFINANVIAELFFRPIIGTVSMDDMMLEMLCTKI
PG9 binder – binders of HIV-1 gp120 antibody PG9, primary screen, biochemical, TR-FRET. HIV-1 gp120 / PG9 antibody interaction. TR-FRET gp120-PG9 antibody binding. inhibition, % at 6.7 µM. 360,000 tested, 0.43% active; in the data active means inhibition above about 8.5%
FXN GAA850 act – FXN promoter activators, primary screen, cell-based, luciferase luminescence, HEK293 lucGAA850 | HEK293 lucGAA850 FXN promoter luciferase reporter, 24 h; percent of 10 µM SAHA response | 360,000 tested, 0.56% active | activation, % at 6 µM | AID 540364, 2011;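 active means activation above the average of all compounds screened plus 3 SD, cutoff fixed separately per campaign, cut at about 7.5% in these data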;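 further: 0% = DMSO wells and 100% = 10 µM SAHA wells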
hcDAF12 agonist – H. contortus DAF-12 nuclear receptor activators, primary screen, cell-based, luminescence, HEK293, lit1-tk-luc reporter; HEK293 hcDAF-12 lit1-tk-luc reporter; 0% DMSO, 100% Δ7-dafachronic acid; activation, % at 6.8 µM; 370,000 tested, 1.4% active; AID 652067, 2013;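 active means activation above the mean of all tested compounds plus 3 SD, cut at about 5.5% in these data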;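 further: 100% = response to 3 µM Δ7-dafachronic acid high control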
NR1D1 modulator – modulators of Rev-erb alpha DNA binding, primary screen, biochemical, FITC-DNA, fluorescence polarization, uHTS; Nuclear receptor subfamily 1 group D member 1 (Homo sapiens), P20393; Rev-erbα–FITC-DNA binding, 90 min; activity, % at 10 µM; 370,000 tested, 0.79% active;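 active means activity above about 14%, limit read from the data; passing the limit was not always enough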;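 further: 0% = DMSO wells with 35 nM protein and 100% = DMSO wells with 750 nM protein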
SMARCA2 activ – SMARCA2 (BRM) function activators, primary screen, cell-based, luminescence, high throughput | AID 652017, 2013 | 370,000 tested, 1% active | MG213 cells, MMTV-luciferase reporter, dexamethasone, overnight | activation, % at 9.1 µM; in the data active means activation above about 7.8%;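 further: 0% = vehicle wells and 100% = reference activator wells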
hgDAF12 agonist – H. glycines DAF-12 receptor agonists, primary screen, cell-based, luminescence, HEK293, GAL4 fusion, UAS-luciferase; Nuclear hormone receptor DAF-12 (Heterodera glycines), GAL4 fusion; HEK293 GAL4-hgDAF12 UAS-luciferase reporter, agonist luminescence; normalized to butyrate control; activation, % at 6.8 µM; 370,000 tested, 1.8% active;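 active means activation above a cutoff set at the mean of all screened compounds plus 3 SD, cut at about 10% in these data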;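 further: 0% = DMSO wells and 100% = sodium butyrate wells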
ssDAF-12 act – S. stercoralis DAF-12 nuclear receptor activators, primary screen, cell-based, luminescence, HEK293, GRIP1 co-expression, lit1-tk-luc; Nuclear hormone receptor DAF-12 (Strongyloides stercoralis); HEK293 ssDAF-12/GRIP1 lit1-tk-luc reporter; % of 3 µM dafachronic acid response; activation, % at 6.8 µM; 370,000 tested, 1% active;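 active means activation above the mean over all tested compounds plus 3 SD, cut at about 0.9% in these data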;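 further: 0% = DMSO-only wells and 100% = 3 µM delta7-dafachronic acid wells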
PLCb3 inh – human PLC-beta3 inhibitors, primary screen, biochemical, fluorescence; 1-phosphatidylinositol 4,5-bisphosphate phosphodiesterase beta-3 (Homo sapiens), Q01970; Purified PLC-beta3, fluorogenic substrate; inhibition, % at 12.2 µM; 370,000 tested, 0.18% active; in the data active means inhibition above about 11%;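 further: 0% = median of compound wells on plate and 100% = full blocker control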
DAX1 inh-2 – DAX1 (NR0B1) inhibitors on StAR promoter, primary screen, cell-based, luminescence, SF-1 (NR5A1), full-length DAX-1 | HEK293T StAR-luciferase reporter, SF-1/DAX-1 repression relief | inhibition, % at 6.8 µM | 370,000 tested, 1.1% active | AID 652010, 2013;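 active means inhibition above the mean over all tested compounds plus 3 SD, cut at about 3.6% in these data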;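 further: 0% = DAX-1 cells with DMSO and 100% = cells lacking DAX-1 with DMSO; higher inhibition means more luminescence from relief of DAX-1 repression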
* = called active by the depositor; / = not tested or not shown. No enrichment for hits; any-hit rate near 7%.

SMILES	HGIII-sPLA2 inh	DAX1 inh-1	PG9 binder	FXN GAA850 act	hcDAF12 agonist	NR1D1 modulator	SMARCA2 activ	hgDAF12 agonist	ssDAF-12 act	PLCb3 inh	DAX1 inh-2
O=C(Nc1cccc(C(F)(F)F)c1)C1Cc2c(-c3ccc(Cl)cc3)ccnc2O1 (centres undefined)	-10.6	/	-0.1	-1.0	-1.8	-2.2	-7.4	-1.3	-1.5	4.0	-0.8
COC(=O)C(C)Oc1ccc(=O)[nH]n1 (centres undefined)	-2.9	1.9	-0.1	3.8	0.1	-0.5	-0.4	1.2	-1.2	0.1	0.8
Nc1nonc1C(=O)N/N=C/c1cccc([N+](=O)[O-])c1	0.4	-1.4	-1.1	-0.7	1.5	4.1	-1.2	-0.4	-0.1	0.6	-0.5
CC1(C)Oc2ccc(C(=O)NC3CCCC3)cc2NC1=O	3.0	/	/	/	0.4	-3.8	-3.8	-1.4	-0.7	2.2	0.7
COc1ccc(-c2[nH]ncc2CN2CCC(OCc3cccnc3)CC2)c(F)c1	0.8	0.8	0.1	1.2	-0.6	-3.7	-1.1	4.3	-2.2	-0.6	0.0
COc1ccc(S(=O)(=O)N(C)c2ccc(C(=O)Nc3ccccc3C(=O)N3CCOCC3)cc2)cc1OC	0.5	0.7	0.1	-0.8	0.5	-6.8	-0.3	-3.2	0.5	-4.4	0.3
CCn1nc(CC(C)C)cc1C(=O)N1CCCC(Nc2ccc(OC)cc2)C1 (centres undefined)	15.4	-0.8	-1.9	0.4	-0.6	-3.5	-2.5	0.6	-0.7	-5.1	-0.3
CC(=O)NC(Cc1cnc[nH]1)C(=O)O (centres undefined)	3.5	0.0	0.5	2.0	0.8	1.3	6.0	0.8	-1.6	5.1	0.8
Cc1cc(C)n(-c2ccc(C(=O)OCc3ccccc3)cc2)n1	-9.7	-0.9	-0.2	2.8	-1.9	3.3	3.1	-1.3	-1.3	-2.6	-0.3
COc1ccccc1N1CCN(C(=O)CCNS(=O)(=O)c2ccc(Br)s2)CC1	-12.1	-0.5	-3.0	0.8	-1.5	0.8	-3.7	-1.4	-1.8	5.6	0.1
Fc1ccc(Oc2nccc(-c3ccc(Cl)cc3)n2)cc1	1.9	0.6	-1.0	1.1	-2.3	-0.2	1.7	1.8	-1.3	4.3	-1.0
CCN(CC)c1ccc(/C=C/C(=O)c2ccc(Br)cc2)cc1	-15.1	0.1	3.0	0.1	-3.1	5.5	-4.1	-1.0	-0.8	-94.2	-0.1
CC(C)C[C@H]1CN(CCCC[C@H]2CNC(=O)C(=O)N2CCC2CCCCC2)C(=O)C(=O)N1CCc1ccccc1	4.2	/	0.5	/	-1.2	-6.6	-2.4	-0.7	-0.7	2.0	0.2
Cc1nc(NS(=O)(=O)c2ccccc2)sc1NC(=O)Nc1ccccc1	-4.9	-0.5	-8.3	0.7	-0.2	-3.4	-2.0	2.5	-1.4	-8.9	-0.4
CC(C)c1ccc(S(=O)(=O)N2CCN(CC(O)CN3CCOCC3)CC2)cc1 (centres undefined)	7.0	0.9	1.4	0.1	-0.8	-1.1	-0.5	-1.8	-1.3	-6.0	-1.9
COc1ccc(N(CC(=O)O)S(=O)(=O)c2c(C)n[nH]c2C)cc1	0.7	0.4	-1.2	0.9	-0.9	4.0	-0.3	-1.3	-1.6	2.1	0.7
CN1[C@@H]2CCC[C@H]1CC(NC(=O)c1nn(C)c3ccccc13)C2 (some centres undefined)	-0.1	0.2	0.5	-0.5	-1.3	2.9	-1.7	-0.2	-1.4	3.9	-0.3
O=C(CSc1ccc(Br)cc1)NCC1CCCO1 (centres undefined)	1.2	0.5	1.2	-0.1	-0.7	-0.3	0.6	-0.2	-1.1	-1.4	-0.1
O=C(CCN1C(=O)C2C3C=CC(C3)C2C1=O)N1CCN(c2ccc(F)cc2)CC1 (centres undefined)	-0.2	-0.8	-0.6	0.2	-0.7	-0.1	0.4	0.3	-1.1	0.5	-0.5
COc1cc(CNc2ncn[nH]2)ccc1OCc1ccccc1C	-9.8	0.2	-0.8	5.8	0.5	0.1	2.5	8.1	-1.1	-5.5	2.7
Cc1ccc(S(=O)(=O)N(CC(=O)N2CCOCC2)c2ccc(C(C)C)cc2)cc1	0.3	0.5	-0.9	0.9	-2.7	6.0	1.6	1.6	-0.7	-4.6	0.8
CCN(CC)C(=O)C(C)N(C#N)c1nc(C)cc(C)n1 (centres undefined)	5.9	-1.6	3.6	0.8	6.3*	1.2	-1.3	2.4	-0.9	5.7	0.0
CC(=O)NC1CC2CCCC(C1)N2C(=O)Nc1ccccc1C (centres undefined)	-1.6	0.7	-1.1	0.8	0.6	2.6	-1.1	2.2	-1.1	-6.2	-0.8
COc1ccc(C2CC(c3ccccc3)n3nnnc3N2)cc1 (centres undefined)	-6.9	-1.5	2.4	1.7	-0.3	/	0.7	0.5	-1.0	-3.8	0.1
COc1ccc(S(=O)(=O)N(C)CC(=O)NCc2ccco2)cc1OC	3.0	1.8	1.0	1.7	1.3	0.4	-1.9	-0.5	-0.9	-4.6	0.0
Next part:
SMILES	HGIII-sPLA2 inh	DAX1 inh-1	PG9 binder	FXN GAA850 act	hcDAF12 agonist	NR1D1 modulator	SMARCA2 activ	hgDAF12 agonist	ssDAF-12 act	PLCb3 inh	DAX1 inh-2
CC(=O)N1c2ccc(S(=O)(=O)N3CCCC(C(=O)N4CCC(C)CC4)C3)cc2CC1C (centres undefined)	2.5	-1.8	-0.4	-0.2	-4.7	3.8	-2.5	-3.7	-2.2	2.9	-1.8
CCOC(=O)c1cc2cc(OCc3ccccc3)ccc2nc1C	-4.0	-0.1	-0.6	-0.5	-2.5	-12.3	-0.8	-0.2	-1.4	-9.6	-0.1
CCOc1ccccc1N1CCN(CC(=O)N(C)CC(=O)Nc2ccccc2CC)CC1	-2.6	1.2	-1.7	-0.8	1.0	2.9	-2.5	0.5	-1.4	-1.6	1.2
CCCOc1ccc(C2(C(=O)O)CCCC2)cc1	1.3	0.8	-1.3	-1.4	-2.7	1.6	-0.4	-0.1	-0.9	0.9	-0.1
OC(COCc1ccccc1F)CN1CCCCC1 (centres undefined)	1.4	0.0	0.4	-0.3	0.2	0.8	-2.4	-1.9	-0.6	-5.5	0.5
Cc1ccccc1C(=O)N(C)[C@H]1C[C@H]2c3[nH]c4ccccc4c3CCN2C[C@H]1[C@H](C)O	-0.8	/	-2.4	/	1.1	0.3	-2.7	5.4	0.6	-348.9	1.0
COCCN(C(=O)Cn1c(C(F)(F)F)nc2ccccc21)c1c(N)n(Cc2ccccc2)c(=O)[nH]c1=O	-4.2	1.6	-1.8	-0.5	-1.7	2.8	1.1	-0.9	-1.7	-5.5	-2.2
CCCCn1c(N)c(N(CC(C)C)C(=O)CCN2C(=O)C3CC=CCC3C2=O)c(=O)[nH]c1=O (centres undefined)	11.1	0.2	1.6	-0.9	-0.9	-1.4	-6.1	-3.0	-0.8	-1.5	0.4
O=C(Nc1ccc(F)cc1)N[C@@H]1CC[C@@H](CCn2cc(-c3ccc(F)cc3)nn2)O[C@@H]1CO	2.4	/	2.2	/	0.9	-4.1	2.0	3.2	-0.3	5.3	2.0
O=C(CSc1cccc2cccnc12)N/N=C/c1cccc(O)c1	-14.4	-0.1	0.7	0.3	-1.5	3.7	-0.6	1.5	-2.1	-111.0	-1.1
COc1ccc(C(C)(C)C)cc1S(=O)(=O)NCC1CCCO1 (centres undefined)	3.3	0.8	-1.6	0.0	-1.4	3.3	-2.0	-2.0	-1.1	-5.2	-0.2
NC(c1ccccc1)c1csc(NC(=O)NCC2CCCCC2)n1 (centres undefined)	9.1	/	-0.5	-0.8	-1.8	5.9	-2.8	2.2	-0.4	-1.7	-1.0
C/C(=C\c1ccco1)C1C(C#N)=C(N)OC2=C1C(=O)CC(C)(C)C2 (centres undefined)	-6.8	1.0	0.0	-0.2	-0.7	-5.5	-0.2	0.3	-0.2	-18.1	0.0
Cc1ccc(C)c(Cn2cnc3c(oc4ccccc43)c2=O)c1	-0.5	1.1	-1.3	2.3	0.8	0.6	-2.8	1.9	-1.4	1.4	0.3
N#CCC(=O)Nc1ccc(C(=O)OC(C(=O)Nc2cc(C(F)(F)F)ccc2Cl)c2ccccc2)cc1 (centres undefined)	-55.8	1.0	-0.7	1.1	-0.1	2.1	-1.3	-1.0	-1.1	-1.1	0.3
COc1ccc(CNC(=O)CCC(=O)c2ccccc2)cc1	2.2	0.1	2.9	1.4	0.5	3.7	-0.7	-0.5	-1.6	-6.8	0.1
COc1ccc(C(=O)OCc2cc(=O)oc3cc(C)ccc23)cc1S(=O)(=O)N1CCOCC1	2.3	-0.1	-0.1	0.6	-0.5	-3.4	-0.5	0.6	-1.3	2.0	-1.4
CC(C)(C)[C@@H]1C=C(C(=O)N2CCN(Cc3ccccc3)CC2)O[C@H](OCc2ccc(CO)cc2)C1	-10.4	-1.9	-1.3	-0.1	-1.7	4.9	-0.9	-1.3	-1.5	4.5	-1.0
CCN(c1ccccc1)S(=O)(=O)c1cc(NC(=O)CN2CCN(C)CC2)ccc1Cl	-13.9	-0.9	1.3	0.6	-0.1	-3.1	-2.7	-2.2	-1.4	3.0	0.8
N#CC1C(=O)NC(=O)C(C#N)C12CCCC(C(F)(F)F)C2 (centres undefined)	-3.6	1.1	0.7	0.6	-0.8	2.9	-2.9	4.3	-0.5	3.1	-0.4
COc1ccc2c(c1)c1c(c(=O)n(-c3ccc(C)cc3)c(=O)n1CC(=O)NCC1CCCO1)n2C (centres undefined)	-0.8	-0.6	-0.2	0.7	-0.1	-1.8	6.6	0.8	0.0	-76.7	0.9
C=CCNC(=S)N1CCN(CCN=CC2=C(O)CC(c3cccs3)CC2=O)CC1 (centres undefined)	2.9	0.2	-2.6	-0.5	0.0	4.3	2.9	2.3	-0.8	0.1	1.0
COc1ccc(-c2occ(C(=O)O)c2C(=O)O)cc1	1.0	0.4	-2.0	-0.5	-0.1	-0.9	2.5	-0.9	-1.0	-0.6	0.2
O=C(N/C(=C/c1ccc(Cl)cc1)c1nc2ccccc2[nH]1)c1ccco1	-7.4	1.2	-2.3	-3.1	0.8	-3.9	0.6	0.7	-1.0	-11.2	0.2
CCOC(=O)c1ccccc1NC1OC(=O)c2ccccc21 (centres undefined)	8.4	3.5	-0.9	0.9	-2.1	1.4	-1.0	3.7	-1.0	0.1	-0.5
